# High-throughput results from PubChem.
# FLuc inh: blocks purified firefly luciferase enzyme activity; P08659; purified P. pyralis luciferase, luminescence, biochemical; Potency, µM (titrated, usually from 115 µM), without a hit: at the highest dose activity change, negative = inhibition, most hits filed as inhibitors; 76,000 tested, 2.5% active; also: potency is read from the fitted curve at half-maximal effect; nearly all actives have a fitted effect of over 65% in size
#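 Cell-free enzyme assay, 10nM P. pyralis luciferase, luciferin and ATP each at 10uM. Inhibition profiled over a 6-point titration, read as luminescence.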
# SNCA expr inhib: inhibitors of alpha-synuclein (SNCA) gene expression; 140,000 tested, 0.17% active; AID 1671194; HEK-293 SNCA-luciferase knock-in, luminescence, 24 h; Potency, µM (doses to about 57.2 µM), for the others: top-dose activity change, negative = inhibition, hits mostly inhibitors;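 also: potency is read from the fitted curve at half-maximal effect; plate controls were DMSO cells for no effect and cell-free wells for full effect; nearly all actives have a fitted effect of over 45% in size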
# IP6K1 inh: IP6K1 kinase inhibition. Q92551. IP6K1 kinase, ADP-Glo luminescence, 2 h; hits give low values. activity change, % (series mostly up to about 58 µM). 140,000 tested, 0.81% active. AID 1645851; in the data active = activity change below about -25%
# Target sequence (Q92551 whole entry, looked up): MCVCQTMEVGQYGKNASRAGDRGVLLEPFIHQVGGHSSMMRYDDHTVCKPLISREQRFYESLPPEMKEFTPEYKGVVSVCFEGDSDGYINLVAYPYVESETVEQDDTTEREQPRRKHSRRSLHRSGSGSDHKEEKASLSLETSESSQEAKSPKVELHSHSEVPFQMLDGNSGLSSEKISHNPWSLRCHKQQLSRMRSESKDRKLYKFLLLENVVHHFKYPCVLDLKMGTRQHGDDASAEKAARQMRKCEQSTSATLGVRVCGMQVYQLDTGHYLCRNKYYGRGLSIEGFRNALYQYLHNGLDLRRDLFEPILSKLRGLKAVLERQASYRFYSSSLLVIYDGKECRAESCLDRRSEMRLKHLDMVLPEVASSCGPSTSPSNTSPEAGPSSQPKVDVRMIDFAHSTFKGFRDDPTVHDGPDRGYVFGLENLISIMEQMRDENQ
#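 ADP-Glo luminescence measures ADP made by human IP6K1 during a 2 h RT reaction with ATP/IP6 (mix at 1.3 mM/130 uM); top library doses 57.5 and 19.1 uM final.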
# HEK293 viab: counter-screen for SNCA expression inhibitors: cell viability | 150,000 tested, 0.12% active | AID 1671193 | Potency, µM (highest dose often 57.1 µM), without a hit: at the highest dose activity change, negative = cytotoxicity, usual class: cytotoxic | HEK-293-SNCA-luc viability, GF-AFC fluorescence, 24 h;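 also: potency is read from the fitted curve at half-maximal effect; 0% = DMSO-treated cells and -100% = medium-only wells without cells; nearly all actives have a fitted effect of over 30% in size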
#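 HEK-293-SNCA-luc cells (1500/well) plated 24 h, then exposed 24 h to a dilution series; GF-AFC added 30 min at 37C, fluorescence 405/540 nm; normalised to medium-only and DMSO wells, Hill fit.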
# HEK cytotox: HEK 293 cell cytotoxicity; HEK 293 viability, ATP luminescence (CellTiter-Glo), 48-72 h; Potency, µM (highest dose often 115 µM), for inactives: at the highest dose activity change, negative = cytotoxicity, actives largely listed as inhibitors; 94,000 tested, 6.6% active; AID 1345083; also: potency is read from the fitted curve at half-maximal effect; nearly all actives have a fitted effect of over 60% in size
#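 Cells seeded first (HEK 293, 250 cells/well), then compound added by pintool. Incubation ran 48 or 72 hr at 37 degree Celsius. CellTiter-Glo was added and luminescence imaged after 10 min at room temperature.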
# GPT2 inh: blocks human glutamate pyruvate transaminase 2; Recombinant GPT2, coupled pyruvate oxidase/HRP Amplex Red fluorescence; Q8TD30; Potency, µM (top dose mostly 57.7 µM), inactives show at the top dose activity change, negative = inhibition, usual class: inhibitors; 100,000 tested, 0.25% active; also: potency is read from the fitted curve at half-maximal effect; nearly all actives have a fitted effect of over 60% in size; many of its hits are not listed in these tables
# Target sequence (Q8TD30 whole entry, looked up): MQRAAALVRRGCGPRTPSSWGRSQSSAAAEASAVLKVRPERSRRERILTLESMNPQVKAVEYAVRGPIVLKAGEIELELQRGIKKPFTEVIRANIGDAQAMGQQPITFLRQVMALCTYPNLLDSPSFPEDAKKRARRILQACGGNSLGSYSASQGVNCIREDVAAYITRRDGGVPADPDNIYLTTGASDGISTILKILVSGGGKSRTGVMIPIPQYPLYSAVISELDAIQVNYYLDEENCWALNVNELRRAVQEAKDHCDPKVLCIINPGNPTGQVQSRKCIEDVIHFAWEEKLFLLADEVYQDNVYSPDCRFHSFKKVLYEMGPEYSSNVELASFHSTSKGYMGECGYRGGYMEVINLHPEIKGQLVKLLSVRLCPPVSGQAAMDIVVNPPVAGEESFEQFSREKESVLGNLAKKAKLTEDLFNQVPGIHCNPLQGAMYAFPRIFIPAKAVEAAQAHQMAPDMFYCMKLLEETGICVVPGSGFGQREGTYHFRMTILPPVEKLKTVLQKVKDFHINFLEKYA
#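 Recombinant GPT2 (10ng/uL) with 250uM a-KG and 2mM L-alanine, 30 min at room temperature, in HEPES pH 7.5 buffer. Pyruvate detected by pyruvate oxidase/HRP/Amplex Red fluorescence after 30 min in the dark; AOA (50uM) as positive control.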
# NIH3T3 tox: kills NIH 3T3 cells; NIH 3T3 viability, CellTiter-Glo ATP luminescence, 48-72 h; 94,000 tested, 4.3% active; Potency, µM (top dose mostly 96.7 µM), for the others: at the highest dose activity change, negative = cytotoxicity, usual class: inhibitors; AID 1345082; also: potency is read from the fitted curve at half-maximal effect; nearly all actives have a fitted effect of over 55% in size
#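 Cells were seeded at 400 per well, treated with pin-transferred compound, and kept 48 or 72 hr at 37 °C before CellTiter-Glo addition and luminescence imaging of cellular ATP.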
# Numbers without * were called inactive; i = inactive; ? = inconclusive; . = no result given; [ ] = remark or other dose. Unless noted, calls follow the shape of the dose curve; as a rule, active = well fitted curve in the direction sought with a large enough effect; inconclusive = small, poorly fitted or top-dose-only effect, or another doubt; inactive = no such curve, though single readings can be large; an effect the other way counts as inactive or inconclusive. Unless noted, % is scaled to controls: 0 for no effect and ±100 for the full control effect. The list is partial; the hit share may differ from the screen's.
SMILES | FLuc inh | SNCA expr inhib | IP6K1 inh | HEK293 viab | HEK cytotox | GPT2 inh | NIH3T3 tox
COc1ccc2c(c1)CCc1c(C(=O)Nc3cc(OC)c(Cl)cc3OC)noc1-2 | . | 3% | 12 | -14% | . | . | .
CCOc1ccccc1-c1noc(-c2nc(C)no2)n1 | -10% | 4% | 0 | 4% | -17% | i | -10%
O=C(O)c1ccc(O)c2ncc(N3CCOCC3)cc12 | . | ? | . | ? | . | ? | .
Cn1cc(Cl)cc1C(=O)N1CC[C@@]2(O)CCN(C(=O)C3CCC3)C[C@H]2C1 | -2% | -11% | 2 | 8% | 3% | i | -15%
O=C1CC[C@@H](CN(Cc2ccncc2)C(=O)c2ccc3nccn3c2)N1 | 10% | -3% | -8 | -3% | 1% | 2%[11.5 µM] | -3%
C=CCC1(CO)CCCN(CCS(=O)(=O)c2ccccc2)C1 (stereo not given) | -1% | ? | 24 | -11% | ? | -22% | ?
CC[C@H]1CN(S(=O)(=O)c2c(C)noc2C)CC[C@H]1CC(=O)NCCSC | -6%[172 µM] | -16%[87.6 µM] | -6 | -3%[87.6 µM] | 4%[172 µM] | 4%[88.5 µM] | -1%[174 µM]
COc1ccc(C(=O)NCC2(COc3cnccn3)C[C@@H](O)[C@@H](O)C2)cc1 (stereo not given in full) | -3%[172 µM] | 18%[87.6 µM] | 3 | -15%[87.6 µM] | i | -6%[88.5 µM] | 2%[174 µM]
COc1cccc(C(=O)N2CC(N3C(=O)c4c(c(C)nn4-c4ccccc4)C3C(C)C)C2)c1 (stereo not given) | . | . | 9 | . | ? | . | ?
Cn1cnc(S(=O)(=O)N2C[C@@H](Oc3ccccc3)C[C@H]2C(=O)N2CCOCC2)c1 | 3% | 28% | 21 | -8% | -8% | -21% | 3%
CSc1ccc(CNc2ncncc2-c2nc(-c3ccccc3)no2)cc1 | -4% | 13% | -6 | 1% | -9% | i | 2%
CCOc1ccc(NC(=O)c2cnn3c2NC(C)=C(C(=O)Nc2ccc(Cl)cc2)C3c2ccc(OC)c(OC)c2)cc1 (stereo not given) | . | -5% | 7 | 0% | . | . | .
Cc1ccc(N2C(=O)c3n[nH]c(C)c3C2c2ccc(C(C)C)cc2)cc1 (stereo not given) | . | 9% | 0 | -4% | . | . | .
COC(=O)N1CCN(Cc2ccccc2-c2ccc(C)c(Cl)c2)CC1 | . | 1% | -8 | 5%[12.5 µM] | ? | -12% | ?
NS(=O)(=O)c1ccc(F)c(C(=O)N[C@@H]2c3ccccc3C[C@@H]2O)c1 | 2% | -14% | 11 | 2% | 0% | i | -36%
COc1ccc(C2Oc3nc(SC)nnc3-c3ccccc3N2C(C)=O)cc1 (stereo not given) | . | -10% | 4 | -11% | . | . | .

# An excerpt from above, limited to GPT2 inh, SNCA expr inhib and HEK cytotox:
SMILES | GPT2 inh | SNCA expr inhib | HEK cytotox
COc1cccc(C(=O)N2CC(N3C(=O)c4c(c(C)nn4-c4ccccc4)C3C(C)C)C2)c1 (stereo not given) | . | . | ?
Cn1cnc(S(=O)(=O)N2C[C@@H](Oc3ccccc3)C[C@H]2C(=O)N2CCOCC2)c1 | -21% | 28% | -8%
NS(=O)(=O)c1ccc(F)c(C(=O)N[C@@H]2c3ccccc3C[C@@H]2O)c1 | i | -14% | 0%
CCOc1ccc(NC(=O)c2cnn3c2NC(C)=C(C(=O)Nc2ccc(Cl)cc2)C3c2ccc(OC)c(OC)c2)cc1 (stereo not given) | . | -5% | .

# Next section
SMILES | FLuc inh | SNCA expr inhib | IP6K1 inh | HEK293 viab | HEK cytotox | GPT2 inh | NIH3T3 tox
Cc1c(Cl)cccc1NC(=O)CN1C(=O)COc2ccc(S(=O)(=O)N3CCCCCC3)cc21 | . | -16% | 31 | -2% | . | . | .
Cc1ccc2onc(CC(=O)N3CCN(c4ccccc4F)CC3)c2c1 | . | 4% | -8 | -3% | . | . | .
O=C(NCc1ccncc1)c1cc(CN2CCC(Cc3ccccc3)CC2)on1 | 10% | -18% | -4 | -9% | ? | 2% | -18%
O=C(NCc1cccc(C(F)(F)F)c1)c1nc2sccn2c1-c1ccccc1 | . | -1% | -3 | 3% | ? | 5% | ?
CCc1noc(-c2cn(C3CCN(C(=O)c4ccc(C)s4)CC3)nn2)n1 | -3% | -2% | 22 | 3% | ? | -4% | -11%
Cc1ccc(C2NC(=O)N(CC(=O)Nc3ccc4c(c3)OCO4)C3=C2C(=O)OC3)cc1 (stereo not given) | -7% | ? | 6 | -8% | ? | i | -26%
Cn1nc(C2CCCN2)c2c(C(=O)NCc3cccs3)cc(C3CC3)nc21 (stereo not given) | . | 88%[activator] | -4 | 0% | ? | i | ?
COCC1(CNC(=O)c2ccc(F)cc2)C[C@@H](O)[C@@H](O)C1 (stereo not given in full) | 4%[172 µM] | -3%[87.6 µM] | 10 | 4%[87.6 µM] | 2%[172 µM] | 2%[88.5 µM] | 3%[138 µM]

# Copied from the listing for reference:
SMILES | FLuc inh | SNCA expr inhib | IP6K1 inh | HEK293 viab | HEK cytotox | GPT2 inh | NIH3T3 tox
Cc1ccc(C2NC(=O)N(CC(=O)Nc3ccc4c(c3)OCO4)C3=C2C(=O)OC3)cc1 (stereo not given) | -7% | ? | 6 | -8% | ? | i | -26%
Cn1nc(C2CCCN2)c2c(C(=O)NCc3cccs3)cc(C3CC3)nc21 (stereo not given) | . | 88%[activator] | -4 | 0% | ? | i | ?
COCC1(CNC(=O)c2ccc(F)cc2)C[C@@H](O)[C@@H](O)C1 (stereo not given in full) | 4%[172 µM] | -3%[87.6 µM] | 10 | 4%[87.6 µM] | 2%[172 µM] | 2%[88.5 µM] | 3%[138 µM]

# Following part.
SMILES | FLuc inh | SNCA expr inhib | IP6K1 inh | HEK293 viab | HEK cytotox | GPT2 inh | NIH3T3 tox
CCN(Cc1nccn1C)C(=O)c1ccc(NCc2cccc(C)c2)nc1 | 0% | -8% | 9 | ? | i | 3% | i
CC(=O)c1ccc(NC(=O)c2nc(-c3ccccc3)n(-c3ccccc3Cl)n2)cc1 | . | -22% | -5 | 6% | . | . | .
Cc1ccccc1OCc1ccc(-c2nc(C#N)c(N3CCC(C(N)=O)CC3)o2)o1 | . | 6% | -11 | -13% | . | . | .
COc1cc(OC)c(Nc2c3c(nc4nc(-c5cccs5)nn24)CCCC3)cc1Cl | . | ? | -21 | ? | . | . | .
Cc1nn(-c2ccc(F)cc2)c(Oc2ccccc2F)c1CCC(=O)N1CCCC1 | -6% | -7% | 0 | -14% | 35µM* | 0% | 28µM*
COc1ccc(NC(=O)c2sc3nc(C)c(C(=O)Nc4ccc(C)cc4C)c(-c4cccs4)c3c2N)cc1 | . | 25% | -10 | 30% | . | . | .
COCCNC(=O)C1CCN(Cc2ccccc2-c2ccc(C)c(Cl)c2)CC1 | . | . | -12 | . | ? | . | ?
Cc1ccc(O)c(NC(=O)c2cc(-c3ccc(F)cc3)on2)c1 | . | 117%[activator] | 2 | 19% | . | . | .
COC(=O)[C@H](Cc1ccccc1)NC(=O)[C@@H](N)CC(=O)O | . | 3% | 12 | -6% | . | ? | .
CC(C)C[C@@H]1N[C@H](C(=O)NC2CCC2)Cc2cn(Cc3ccccn3)c3cccc1c23 | -16%[172 µM] | ? | -11 | ? | 28µM* | -6%[88.5 µM] | 35µM*
Cc1nn(CCC#N)c(C)c1[C@@H]1C=C[C@@H](NC(=O)NC(C)C)C1 | 2%[172 µM] | 29%[87.6 µM] | 6 | 0%[87.6 µM] | 0%[172 µM] | ? | ?
COc1ccccc1C(C)N(C)C(=O)c1csc2nc(-c3ccccc3C)cn12 (stereo not given) | ? | 63%[activator] | 14 | -18% | 35µM* | i | ?
COCCNC(=O)[C@@H]1C[C@H](Oc2ccccc2)CN1C(=O)Nc1ccc(C)c(C)c1 | -4% | -84% | 2 | ? | 1% | -8% | -15%
COc1ccc(C(=O)N2CCC3(CC2)N(C)C(=O)CS3(=O)=O)c(C)c1 | 6% | -17% | -1 | 1% | i | i | 0%
Cc1cccc(CC(=O)N2CCC(N3CC4CC(C3)[C@H]3CCCC(=O)N3C4)CC2)c1 (stereo not given in full) | -1% | -12% | 2 | 4% | 6% | i | 0%
CC1CCN(C(=O)CCN2C[C@H](NS(C)(=O)=O)[C@@H](C(C)C)C2)CC1 | 0% | 12% | 0 | 11% | i | -14% | -15%
CN(C)C(=O)C1CN(C(=O)COc2ccccc2)CC12CCOCC2 (stereo not given) | -13% | -26% | 15 | -3% | 3% | ? | -11%
COc1ccccc1N1CCN(S(=O)(=O)c2c(C)sc3ncn(CC(=O)Nc4ccc(C)cc4Br)c(=O)c23)CC1 | . | 24% | 6 | 1% | . | . | .
c1cnn(CCC2CCN(Cc3ccc4[nH]ccc4c3)CC2)c1 | -3% | 18% | 1 | 2% | i | -15% | i
CCN1C(=O)CCc2cc(NC(=O)c3ccc(C(C)C)cc3)ccc21 | 3.5µM* | 55%[activator] | 3 | -15% | ? | i | ?
COc1cccc([C@@H](C)NCCCc2ccccc2Cl)c1 | . | 33%[activator] | . | -3% | . | i | .
Cc1cc(NC(=O)C2CCN(c3cc(C(F)(F)F)ncn3)CC2)ccc1Br | 13% | -34% | 15 | -8% | 25µM* | i | 32µM*
CN(Cc1cccnc1)Cc1ccccc1C(F)(F)F | -3%[172 µM] | 9%[87.6 µM] | -7 | -9%[87.6 µM] | 4%[172 µM] | 3%[88.5 µM] | -4%[138 µM]
COc1cc(C)sc1C(=O)NCC1CCN(c2cnn(C)c(=O)c2)C1 (stereo not given) | 10% | 6% | 0 | 2% | -21% | 1% | -16%
O=C(NC1CCCc2c1[nH]c1c(Cl)cccc21)c1n[nH]c2c1CCC2 (stereo not given) | -8% | 13% | -6 | -7% | ? | i | 28µM*
Cc1ccsc1C(=O)N1CCCC(n2cc(-c3nc(C(C)C)no3)nn2)C1 (stereo not given) | -17% | 36%[activator] | 0 | -5% | ? | i | -12%
O=C(CNC(=O)c1ccc(-c2cnc3ccccc3c2)cc1)NCCc1ccccc1 | . | . | 22 | . | -14% | . | -26%
Cc1nc(-c2ccc(Cl)cc2)sc1CCNC(=O)c1ccc(C(F)(F)F)cc1 | . | ? | 23 | -1% | . | . | .
Cc1nc(CN2C(=O)OC3(CCN(CCc4ccccc4)CC3)C2(C)c2ccccc2)cs1 (stereo not given) | 8% | 6% | -10 | -4% | ? | 0% | -22%
COc1ccc(C2Cn3cnc(-c4nc(-c5cccs5)no4)c3CO2)cc1 (stereo not given) | 25µM* | 101%[activator] | -5 | 5% | ? | -11% | ?
Cc1ccc(Cn2ccnc2SCC(=O)Nc2ccccc2C(F)(F)F)cc1 | . | 16% | 9 | 6% | . | . | .
C#CCNC(=O)C1CCCN(c2ccnc3ccnn23)C1 (stereo not given) | . | 6%[87.6 µM] | 6 | 10%[87.6 µM] | -3%[172 µM] | -15%[88.5 µM] | -11%[138 µM]
